Source: PubChem
GSIS activator: GLuc luminescence reporter in INS-1E cells, primary screen for activators of glucose-dependent secretion of insulin | INS-1E GLuc reporter insulin secretion, 2-3 h | activation, % at 16.6 µM | 0.61% of 370,000 active | AID 743287;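 active = lowest replicate activation of at least 40%, so every replicate reaches that level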;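 also: 0% = median of neutral control wells and 100% = median of IBMX positive control wells; some compounds called inactive have numbers as strong as hits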
Xi reactivation: X-chromosome reactivation activator | activation, % at 7.58 µM | 0.055% of 360,000 active | XiGFP mouse fibroblasts, % GFP-positive cells imaging, 3 d; cells co-treated with 5-aza-dC sensitizer; scaled so ellipticine positive control = 100%;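 active = mean normalized replicate activation at least 10% and every replicate at or above 10%; inconclusive = only one of the two criteria met; inactive = mean below 10% and not all replicates reach 10%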;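 also: 0% = median of on-plate neutral control wells and 100% = ellipticine 6 µM median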
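Assay system – SV40-immortalized XiGFP fibroblast cells, line 68-5-11 · Buffer or medium – DMEM supplemented with 5-aza-dC as sensitizing agent · Dosing – one concentration, pinned · Benchmarks – positive control ellipticine, 6 µM final · Times – 3 days compound exposure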
EWS-Fli block: blocks EWS/Fli oncoprotein-driven transcription; A673 NR0B1-luciferase reporter, viability-normalised; inhibition, % at 12.6 µM; 0.67% of 350,000 active;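 active = mean inhibition of at least 50% after viability correction, with every replicate also passing that limit; inconclusive = mean reaches 50% but only one of two replicates passes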;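 also: firefly luciferase signal divided by Alamar Blue viability fluorescence both relative to DMSO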
F508del corr: CFTR F508del correction in bronchial cells; activity (quench increase), % at 7.58 µM; CFBE cells, YFP halide quenching; stimulated with forskolin plus potentiator P3; % fluorescence drop versus neutral controls; 0.36% of 350,000 active;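 active = mean added fluorescence quench of at least 8% versus neutral control, with both replicates also reaching 8%; inconclusive = only one of the mean or replicate conditions met; inactive = mean below 8% and not both replicates reaching 8%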;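 also: cells transiently co-express mutant CFTR-F508del with the halide-sensitive YFP; corrector assay measuring rescue of mutant channel to the surface after 24 h compound exposure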
ERp5 inh: blocks human ERp5 reductase activity on insulin | inhibition, % at 9.99 µM | ERp5 insulin aggregation, absorbance 650 nm, 90 min | 0.05% of 350,000 active | Q15084;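 active = mean replicate inhibition above about 25%, with every replicate also reaching it, limit read from the data, passing the limit was not always enough; inconclusive = only one of those two criteria met; inactive = neither criterion met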
Target sequence (Q15084 whole entry, looked up): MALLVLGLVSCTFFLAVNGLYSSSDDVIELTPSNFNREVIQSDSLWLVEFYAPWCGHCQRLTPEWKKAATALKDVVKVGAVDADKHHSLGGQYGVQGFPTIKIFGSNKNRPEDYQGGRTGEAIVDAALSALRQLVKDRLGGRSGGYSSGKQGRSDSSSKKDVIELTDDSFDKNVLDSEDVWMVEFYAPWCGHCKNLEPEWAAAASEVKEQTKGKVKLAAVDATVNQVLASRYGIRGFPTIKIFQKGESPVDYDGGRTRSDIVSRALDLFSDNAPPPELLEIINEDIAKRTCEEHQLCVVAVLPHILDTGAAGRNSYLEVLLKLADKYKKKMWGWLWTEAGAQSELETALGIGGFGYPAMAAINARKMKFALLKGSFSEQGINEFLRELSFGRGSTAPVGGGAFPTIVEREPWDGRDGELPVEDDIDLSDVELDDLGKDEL
PAX8 reporter: PAX8 transcriptional activity inhibition; RMG-I TPO-luciferase reporter, SteadyGlo, 24 h; inhibition, % at 12.6 µM; 1.2% of 360,000 active; AID 652154;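 active = mean replicate inhibition at least 60% with every replicate also reaching 60%; inconclusive = only one of the two criteria is met; inactive = mean below 60% and not all replicates reaching 60%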;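 also: luciferase light reporting Pax8 driven TPO promoter activity; plate controls were median of neutral control wells for no effect and mitoxantrone controls for full effect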
ARNT TACC3 PPI: disrupts binding between human ARNT and TACC3; AID 623870; Q9Y6A5; inhibition, % at 9.99 µM; AlphaScreen His-ARNT PAS-B/GST-TACC3 binding, luminescence; TACC3 fragment carries E629A point mutation; 0.66% of 390,000 active;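 active = mean inhibition of replicates at least 50% and at least half of replicates each reaching 50%; inconclusive = half or more replicates reach 50% but mean below 50%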;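 also: 0% = complete ARNT plus TACC3 wells and 100% = ARNT alone without TACC3; many hits fall short of the cut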
DENV2 CPE: inhibitors of DENV2 cytopathic effect; DENV2-infected cells, cytopathic effect rescue, plate reader; CPE inhibition, % at 9.99 µM; 1.7% of 350,000 active; in the data active = CPE inhibition above about 20%, passing the limit was not always enough; inconclusive = no clear call, values can overlap the other calls; tested in BHK-21 cells;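 also: 0% = median of neutral control wells and 100% = median of positive control wells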
The depositor's hits bear a star; ? = inconclusive; · = not tested or not shown.

Structure	GSIS activator	Xi reactivation	EWS-Fli block	F508del corr	ERp5 inh	PAX8 reporter	ARNT TACC3 PPI	DENV2 CPE
COc1ccccc1CNC(=O)CSc1ccc(-c2ccccn2)nn1	4.6	0.4	-6.8	-0.8	-2.5	-1.5	72.6*	1.2
O=C(C1CCOCC1)N1CC(=O)N2[C@H](CO)[C@H](c3ccc(C#CC4CCCCC4)cc3)[C@H]2C1	7.0	0.0	7.5	0.2	15.8	-28.3	·	-10.5
COc1ccc(OC)c(S(=O)(=O)N2CCCC(C(=O)N3CCCC3)C2)c1 (stereo not drawn)	6.3	0.1	5.8	3.5	3.2	-2.9	·	-1.8
O=C1C(Cl)=C(N2CCCCCC2)C(=O)N1c1ccccc1Cl	-1.4	0.2	-2.0	-2.9	-1.2	26.0	-4.0	-2.9
CCOC(=O)N1CCN(C(=O)c2cccc(NS(=O)(=O)c3ccc(F)c(F)c3)c2)CC1	10.7	0.0	·	·	·	-1.3	4.1	·
Cc1ccc(S(=O)(=O)N(CCC(=O)O)Cc2ccc(Cl)cc2)cc1	-14.9	·	11.2	-3.8	1.4	·	0.3	5.2
CCN(c1ccccc1)S(=O)(=O)c1ccc(C(=O)Nc2ccccc2OC)cc1	-0.8	0.0	-5.8	0.0	-1.7	·	20.3	-1.9
CC(C)NC(=O)NNc1c(Cl)cncc1Cl	1.5	0.0	-5.6	-1.7	5.8	-3.0	-18.0	3.3
C[C@@H]1CN([C@@H](C)CO)C(=O)Cc2cc(NC(=O)Nc3ccc4c(c3)OCO4)ccc2O[C@H]1CN(C)Cc1ccc(Oc2ccccc2)cc1	14.5	-1.1	19.8	2.3	-5.8	·	5.4	1.1
O=C(COc1ccccc1)Nc1nnc(-c2ccc(F)cc2)o1	1.7	0.3	·	1.3	0.6	7.2	·	3.0
CCCn1nnc(NC(=O)c2cc3ccccc3o2)n1	-2.3	·	-82.4	0.5	5.1	·	4.7	3.1
CC(O)c1nc2ccccc2n1C(C)c1ccccc1 (stereo not drawn)	-4.2	0.0	11.0	-3.4	2.0	7.5	-7.6	3.7
O=C(O)/C=C\c1cn(-c2ccccc2)nc1-c1cc2ccccc2o1	-7.1	-0.2	7.1	-1.7	5.4	20.5	11.4	1.5
COc1ccc(COC(=O)CCS(=O)(=O)c2ccc(C)cc2)cc1F	10.8	0.0	-1.1	0.4	-5.4	2.4	-10.7	8.8
O=C(O)CN1C(=O)C2C3CC(C2C1=O)C1C(c2ccc(F)cc2)c2sc(=O)[nH]c2SC31 (stereo not drawn)	-0.6	0.5	-6.6	-1.5	0.5	4.2	4.5	·
CCCCN(CCCC)CCCNC(=O)C1CC(c2cc(C(F)(F)F)cc(C(F)(F)F)c2)=NO1 (stereo not drawn)	-2.4	-0.1	-13.6	-0.3	-1.5	-10.9	-4.6	13.2
COc1cc(/C=C2\CCn3c2nc2cc(C(=O)O)ccc2c3=O)ccc1OC(F)F	-18.8	0.0	2.2	-1.3	-0.4	-11.7	12.6	-2.9
CCOc1ccc(N2C(=O)S/C(=C\c3cc(OC)c(OC)c(OC)c3)C2=O)cc1	2.3	0.1	9.0	0.2	2.3	-10.2	-6.5	11.8
Cc1noc(C)c1S(=O)(=O)N(C)C[C@H]1Oc2c(NC(=O)Nc3ccccc3)cccc2C(=O)N([C@H](C)CO)C[C@@H]1C	-21.1	-0.3	-4.9	2.8	0.5	-1.8	1.8	-12.4
CC(=O)Nc1cccc(NC(=O)CSc2nc3c(=O)n(C)c(=O)n(C)c3n2C)c1	35.9	0.8	-6.1	-2.1	3.5	10.5	19.3	6.3

Remaining list, next part:
Structure	GSIS activator	Xi reactivation	EWS-Fli block	F508del corr	ERp5 inh	PAX8 reporter	ARNT TACC3 PPI	DENV2 CPE
COc1ccc2c3c(n(C)c2c1)[C@@H](CO)NCC31CCN(C(=O)c2cccc(F)c2)CC1	6.1	0.2	-5.7	0.8	-0.8	·	·	-6.6
COc1ccc(NC(=O)N2C[C@H](O)COC[C@H]3O[C@@H](CC(=O)N4CCCCC4)CC[C@@H]32)cc1	1.5	0.3	-10.0	1.1	-5.8	4.6	-7.0	-0.1
Cc1ccc(C(=O)NCC(c2ccc(F)cc2)N2CCOCC2)s1 (stereo not drawn)	-7.1	0.2	-22.1	-0.3	0.4	-4.5	-1.0	3.5
COc1ccc(CNC(=O)CN(C(=O)c2csnn2)c2cccc3ccccc23)cc1	-0.7	0.1	·	-2.1	0.6	17.9	·	12.6
Nc1ncnc2c1ncn2[C@@H]1O[C@H](C(=O)NCc2ccc(OC(F)(F)F)cc2)[C@@H](O)[C@H]1O	-0.4	0.3	12.4	1.6	8.7	-2.6	·	-0.8
CCCOc1ccc(C2c3c(oc4cc(C)c(C)cc4c3=O)C(=O)N2CCCN(C)C)cc1 (stereo not drawn)	-7.2	0.3	-13.0	3.9	3.2	-20.9	4.2	17.1
O=C(Nc1nnc(-c2cc(Cl)ccc2Cl)o1)c1ccco1	26.3	0.0	5.9	-0.1	2.1	19.4	-2.2	-2.4
Cc1ccc(NC(=O)N2CCCc3ccccc32)cc1C	8.4	0.0	·	-1.1	2.2	-69.5	-2.9	-3.7
Cc1cccc(NC(=O)CNC(=O)c2cccc(-n3cccc3)c2)c1C	-6.3	0.1	-1.0	-0.3	-1.1	-3.8	-2.8	0.8
Nn1c(SCc2cn3ccccc3n2)nnc1-c1ccncc1	4.7	-0.2	9.4	0.4	-2.5	14.2	5.8	0.4
Cc1ccc(C)c(NC(=O)c2cc(-c3cc(C)ccc3O)n[nH]2)c1	9.7	0.0	-76.0	-0.6	2.7	-119.9	-19.6	-2.1
Brc1cccc(-c2nc3cccnc3nc2-c2cccc(Br)c2)c1	16.1	0.0	16.6	4.8	0.7	5.6	-2.2	-6.8
O=C(c1cccnc1)N1C[C@@H]2[C@H](c3ccccc31)[C@H](CO)N2C(=O)Nc1ccccc1	3.5	0.0	-4.2	2.0	-7.8	-4.5	5.9	16.4
CC(=O)C[C@H]1c2cc(C(F)(F)F)ccc2S(=O)(=O)N1c1ccccc1	-0.8	0.8	-2.8	0.0	10.0	-16.1	-0.7	-4.8
CC(C)C[C@@H](CN1CCC[C@H]1CN1C(=O)C(=O)NC[C@@H]1Cc1ccc(O)cc1)N1C[C@H](Cc2ccc(O)cc2)N(CC2CCCCCC2)C(=O)C1=O	-9.4	0.2	3.4	-1.4	-1.0	-1.9	·	-2.0
NNC(=O)c1n[nH]c(=O)c2ccccc12	26.0	-0.2	-5.6	1.6	5.6	7.4	-2.6	-0.1
COC(=O)[C@@H]1C[C@@H]2CC[C@@H](O)C[C@@H]2N1Cc1ccc(N2CCN(C)CC2)cc1	23.2	0.0	12.9	-1.6	4.1	-11.2	-0.2	-6.7
COc1ccc(S(=O)(=O)N2CCC(O)(c3cccnc3)CC2)cc1OC	7.7	-0.1	-6.3	-1.8	-2.3	-11.6	·	-5.0
Cc1cccc(C)c1NC(=O)C1(C)CCC(=O)N1C1CCN(Cc2ccccc2)CC1 (stereo not drawn)	5.4	0.3	-6.5	-0.3	0.2	-8.6	·	10.5
CC(C)CC(NC(=O)C(NC(=O)C1OC2OC(C)(C)OC2C2OC(C)(C)OC12)C(C)C)C(=O)O (stereo not drawn)	-2.8	0.0	4.3	-1.3	8.3	0.6	2.4	1.8

Following part
Structure	GSIS activator	Xi reactivation	EWS-Fli block	F508del corr	ERp5 inh	PAX8 reporter	ARNT TACC3 PPI	DENV2 CPE
CC(C)Cc1nnc(NC(=O)CN2C(=O)NC3(CCCCC3)C2=O)s1	30.5	0.0	·	0.4	-0.7	22.5	-5.5	11.9
CCO[C@@H]1OC(C(=O)N2CCN(Cc3ccccc3)CC2)=C[C@H](C)[C@H]1CCCO	3.5	0.0	-4.1	4.6	0.9	2.6	-0.7	8.0
COc1cccc(NC(=O)C[C@H]2CC[C@@H]3[C@H](COc4ccc(NC(=O)C5CCC5)cc4C(=O)N3C)O2)c1	-10.1	0.0	-8.7	-3.2	·	-0.8	·	5.0
CNC[C@@H]1Oc2ccc(NS(=O)(=O)c3ccccc3)cc2C(=O)N([C@@H](C)CO)C[C@H]1C	3.4	-0.7	-2.2	-0.2	-4.6	-3.5	-2.1	-11.7
O=S(=O)(c1ccc(Cl)cc1)N1CCN(CCc2ccccc2)CC1	-7.9	1.2	5.2	-2.3	1.1	1.3	1.2	-5.1
COc1ccc(C(=O)N/C(=C\c2ccco2)C(=O)NC2CCS(=O)(=O)C2)cc1 (stereo not drawn)	·	0.1	5.8	1.8	2.2	10.1	-22.0	5.3
C[C@H](O)C#Cc1ccc2c(c1)O[C@@H](CN(C)Cc1ccncc1)[C@@H](C)CN([C@H](C)CO)S2(=O)=O	7.3	-0.2	-10.7	-1.4	0.2	·	7.2	2.9
Cc1ccc2c(CN(Cc3ccccc3)Cc3ccccc3)cc(=O)oc2c1	-14.3	0.0	10.2	6.0	2.6	6.2	·	-5.6
C[C@@H]1CN([C@H](C)CO)C(=O)CCCn2nncc2CO[C@H]1CN(C)C(=O)CCCN(C)C	6.4	-0.5	3.3	-2.4	-3.5	·	·	1.7
COCC(=O)Nc1ccc2c(c1)OC[C@@H](C)N(C(=O)CC1CC1)C[C@@H](C)[C@H](OC)CN(C)C2=O	6.1	-0.1	4.8	-3.6	-4.6	-4.7	-0.6	18.7
COc1ccccc1CNC(=O)c1ccccc1N	7.5	·	-2.1	1.5	-1.8	·	-5.9	-2.0
CCOC(=O)[C@]12CCC=C1N(Cc1ccco1)C(=O)[C@H](CC(=O)N1CCOCC1)C2	-1.5	0.0	-1.0	0.4	0.4	-7.8	·	-3.6
CC(C)Oc1ccc(Cn2c(=O)oc3ccccc32)cc1	23.3	0.0	1.6	1.0	1.4	9.0	-11.8	?
O=C(NNC(=O)c1cccc2ccccc12)c1cccc(F)c1	·	0.1	-10.1	4.9	2.2	87.2*	10.2	-7.1
COc1cccc(NC(=O)N2C[C@@H](O)COC[C@@H]3O[C@H](CC(=O)N(C)C)CC[C@H]32)c1	-5.7	0.0	-8.5	1.5	-1.2	10.5	-2.8	14.9
COc1ccccc1CNC(=O)c1ccccc1OC	6.0	·	·	·	4.3	·	12.3	0.3
COc1cc(C(=O)NC(=S)Nc2ccc(NC(=O)c3ccco3)cc2)cc(OC)c1OC	3.9	0.3	·	·	·	9.9	-5.4	·
CC1CN(C(=O)Nc2ccc3snnc3c2)c2ccccc21 (stereo not drawn)	1.2	0.0	-33.2	-2.5	4.5	-36.5	2.4	10.8
CCc1ccc(OCC(=O)NNC(=O)c2cnccn2)c(Br)c1	15.8	0.1	6.5	5.9	-1.7	-15.4	10.1	-4.0
C[C@H](CO)N1C[C@H](C)[C@H](CN(C)S(C)(=O)=O)Oc2c(NC(=O)Nc3ccc(C(F)(F)F)cc3)cccc2C1=O	-5.8	-0.1	-9.1	-0.7	-1.3	0.9	8.1	?
O=C(Nc1ccc2c(c1)OCO2)NC1CCN(Cc2ccccc2)CC1	13.4	·	-23.8	-1.8	-1.8	·	7.8	-4.9
COCCN1CCN(C(=O)C2CCC(=O)N(CCc3ccccc3)C2)CC1 (stereo not drawn)	0.1	0.0	·	3.1	-5.2	-3.8	-0.8	-8.6
